High-throughput results (PubChem)
TDP1 block = inhibitors of human tyrosyl-DNA phosphodiesterase TDP1; Potency, µM (titrated, usually from 130 µM), inactives show at the highest dose activity change, negative = inhibition, usual class: inhibitors; AID 485290; hit rate 0.28% among 350,000; Q9NUW8; recombinant TDP1, AlphaScreen DNA substrate cleavage; note: nearly all actives have a fitted effect of over 40% in size
Target sequence (Q9NUW8 whole entry, looked up): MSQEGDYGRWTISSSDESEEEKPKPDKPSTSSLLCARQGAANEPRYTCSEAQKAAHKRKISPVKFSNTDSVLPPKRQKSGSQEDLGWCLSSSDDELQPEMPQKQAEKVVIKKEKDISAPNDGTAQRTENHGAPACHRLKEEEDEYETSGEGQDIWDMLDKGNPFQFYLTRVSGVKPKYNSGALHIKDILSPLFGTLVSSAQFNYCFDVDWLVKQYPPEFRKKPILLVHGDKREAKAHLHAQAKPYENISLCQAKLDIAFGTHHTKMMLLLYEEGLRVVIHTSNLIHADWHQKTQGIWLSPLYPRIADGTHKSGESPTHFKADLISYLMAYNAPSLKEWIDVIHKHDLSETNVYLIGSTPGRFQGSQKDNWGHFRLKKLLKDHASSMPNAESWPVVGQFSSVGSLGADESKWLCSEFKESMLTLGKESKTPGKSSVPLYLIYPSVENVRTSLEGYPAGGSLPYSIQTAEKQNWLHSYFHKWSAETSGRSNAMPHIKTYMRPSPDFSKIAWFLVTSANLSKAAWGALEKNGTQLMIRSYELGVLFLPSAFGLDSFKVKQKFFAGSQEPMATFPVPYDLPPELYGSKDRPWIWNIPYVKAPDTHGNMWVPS
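Steps: enzyme plus compound, 15 min RT; add biotin/phosphotyrosine-FITC oligonucleotide (15 nM final), react 5 min; add donor/acceptor beads (10 ug/ml final), 10 min; read AlphaScreen. Tdp1 at 1 nM final.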
N370S GC mod = inhibitors or activators of N370S glucocerebrosidase for Gaucher disease. P04062. N370S GC spleen homogenate, 4MU-glucoside fluorescence. Potency, µM (titrated, usually from 59.4 µM), without a hit: top-dose activity change, negative = inhibition, most hits filed as inhibitors. hit rate 0.092% among 330,000. AID 2101;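 note: 0% = full enzyme activity and -100% = no enzyme basal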
FEN1 inh = human FEN1 inhibition; P39748; Recombinant FEN1 flap cleavage, fluorescence, 15 min; Potency, µM (highest dose often 114 µM), without a hit: at the top dose activity change, negative = inhibition, actives largely listed as inhibitors; hit rate 0.35% among 390,000; AID 588795; note: nearly all actives have a fitted effect of over 65% in size
Target sequence (P39748 whole entry, looked up): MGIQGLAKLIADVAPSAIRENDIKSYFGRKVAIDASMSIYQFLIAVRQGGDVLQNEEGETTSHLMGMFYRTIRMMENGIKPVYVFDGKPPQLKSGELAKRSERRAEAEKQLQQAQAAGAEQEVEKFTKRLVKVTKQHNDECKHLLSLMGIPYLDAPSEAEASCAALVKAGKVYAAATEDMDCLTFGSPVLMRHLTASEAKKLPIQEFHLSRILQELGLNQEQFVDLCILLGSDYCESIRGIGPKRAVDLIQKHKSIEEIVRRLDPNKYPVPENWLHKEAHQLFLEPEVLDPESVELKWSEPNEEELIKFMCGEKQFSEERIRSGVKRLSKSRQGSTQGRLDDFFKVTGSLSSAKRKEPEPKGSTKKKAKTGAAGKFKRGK
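FEN1 at 10 nM, compound pretreatment for 15 min (room temperature), 50 nM final substrate to initiate; endpoint reads at 0 and 15 min; DMSO-only plates used as vehicle background.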
Active calls of the source: *; u = inconclusive; x = not tested or not shown; & = joins results of further samples; [ ] = dose if it differs, or a comment. Calls come from the whole dose curve; as a rule, active = well fitted curve in the direction sought with a large enough effect; inconclusive = small, poorly fitted or top-dose-only effect, or another doubt; inactive = no such curve, though single readings can be large; an effect the other way counts as inactive or inconclusive. Unless noted, % is set by controls: 0 for no effect and ±100 for the full control effect; potency is the fitted concentration of half-maximal effect. Some of the compounds tested. The share of hits here may be higher or lower than overall.

SMILES	TDP1 block	N370S GC mod	FEN1 inh
CCCCOP(=O)(c1ccc(N(C)C)cc1)C(Nc1ccccc1)c1ccccc1 (stereo not drawn)	6%	u	-17%
Fc1ccccc1CNC1CN2CCC1CC2 (stereo not drawn)	-3%	-1%	1%
CCOC(=O)C1=C(N)OC2=C(C(=O)CCC2)[C@]12C(=O)N(CC(N)=O)c1ccccc12	3%	-8%	-8%
CC1=CC(=O)C2=C(C)C[C@H](O)[C@@H]3[C@H](OC(=O)[C@H]3C)[C@@H]12	x	-3%	-11%
CCN(CC)CCSc1nc2ccccc2c(=O)n1-c1ccc(Cl)cc1	-3%[12.3 µM]	x	0%
Cc1ccc(S(=O)(=O)N(C)c2ccc(C(=O)NCC3(N(C)C)CCCCC3)cc2)cc1	3%	-9%	-6%
CC(=O)OCC[N+](C)(C)C	5%	11%&-1%&8%&-2%&16%&15%	-6%&3%&14%
O=C1CN=C(c2ccccc2)c2cc([N+](=O)[O-])ccc2N1	0%&2%	-21%	4%
CCCCCn1c(N)c(C(=O)NCCN2CCOCC2)c2nc3ccccc3nc21	6%	10%	-5%
C#CCOc1ccc2c(c1)c(C(C)=O)c(C)n2Cc1ccccc1	0%	9%	-7%
CCN(CC)CCCN=Cc1c(O)n(-c2ccccc2F)c(=O)[nH]c1=O	2%	10%	-2%
CSc1ccc(/C=C/c2nc3ccccc3c(=O)n2-c2cccc(Cl)c2C)cc1	10%	x	2%
CN1CCN(c2nc(N(C)C)oc(=O)c2C#N)CC1	-2%	6%	-18%
COCCN(C(=O)CCl)c1c(C)cccc1C	11%	-3%	x
C#CC(CC)(CC)NC(=O)Nc1ccc(OCC)cc1	0%	-5%	-3%
CC(C)c1ccc(N2C(=O)NC(=O)/C(=C\C=C\c3ccco3)C2=O)cc1	2%	-9%	u
COc1ccc(Cn2c(O)c(/C=N/NC(=O)c3ccccc3O)c(=O)[nH]c2=O)cc1	3%	-1%	u
CC1(C)C(=O)C=C[C@@]2(C)C1=C(O)C(=O)[C@@]1(C)C2CC[C@@]2(C)C(c3ccoc3)C[C@H]3O[C@@]321 (stereo partly drawn)	10%[56.1 µM]	6%	x
CCN(CC)C(=O)c1ccc(NC(=O)c2cccc(F)c2)cc1	8%	-3%	-8%
Cc1nn(Cc2ccccc2)c(Cl)c1C(=O)O	0%	0%	-1%
CCOC(=O)C1(c2ccccc2)Oc2ccccc2C(c2ccc(OC)cc2)=C1C(=O)OC (stereo not drawn)	0%[56.1 µM]	13%	-18%
COc1ccc2c(c1OC)C(=O)O[C@@H]2C1c2cc3c(cc2CCN1C)OCO3 (stereo partly drawn)	4%	-14%	x
C=CCNC(=S)Nc1ccc(OC(=O)Nc2ccc(Cl)c(Cl)c2)cc1	x	-6%	3%
COc1cc(C)c(CNCCc2c[nH]c3ccccc23)cc1C	x	-14%	10%
CCCC(C)C(=O)NC1CCSC1=O (stereo not drawn)	2%	10%	-2%
C[C@]12C=CC(=O)C=C1C=C[C@@H]1C2CC[C@]2(C)C(=O)CCC12 (stereo partly drawn)	x	-4%	-13%
CC12CN3CCN(CC(C3)/C1=N/NC(N)=O)C2	1%	14%	16%
C=CCn1c(O)c(C(C)=NCCc2c[nH]c3ccccc23)c(=O)[nH]c1=O	3%	17%	3%
Cc1ccc(C(c2sc3nc(C)nn3c2O)N2CCOCC2)cc1 (stereo not drawn)	6%	-1%	u
COc1cc(OC)c(OC)cc1CN1CCN(C(=O)Cc2ccccc2)CC1	x	-17%	21%

Full records from above.
CC(C)c1ccc(N2C(=O)NC(=O)/C(=C\C=C\c3ccco3)C2=O)cc1 is listed with TDP1 block: 2%; N370S GC mod: -9%; FEN1 inh: u
CCN(CC)C(=O)c1ccc(NC(=O)c2cccc(F)c2)cc1 is listed with TDP1 block: 8%; N370S GC mod: -3%; FEN1 inh: -8%

Remaining list, next part.
SMILES	TDP1 block	N370S GC mod	FEN1 inh
Cc1ccc(CN2CCN(CC(=O)N3CCC4(CC3)OCCO4)C2=O)cc1	-2%	5%	15%
NC(=O)Cn1cc(C(=O)c2ccccc2)c2ccccc21	x	0%	14%
CC(=NCCN1CCCCC1)c1c(O)n(-c2ccc(Cl)cc2)c(=O)[nH]c1=O	0%	4%	-4%
CCc1ccccc1N1C(=O)CC(=O)NC1=O	3%	2%	-6%
COC(=O)C1=C(c2ccc(OC)c(OC)c2)C[C@@H]2CC[C@H]1N2C(=O)NCCNC(C)=O	1%	x	-9%
O=c1c2ccccc2nc(-c2ccco2)n1-c1ccccc1	2%	3%	-2%
O=[N+]([O-])c1cccc2ccccc12	10%	-10%	x
COc1ccc2c(c1)[C@@]13CCCCC1[C@@H](C2)N(C)CC3 (stereo partly drawn)	12%[56.1 µM]	-6%	x
O=C1CC(O)(CF)CCO1 (stereo not drawn)	7%	-14%	x
Cc1ccsc1CNCCc1ccccc1F	4%	2%	-3%
O=c1[nH]c(=O)n(CCc2ccc(F)cc2)c(O)c1C=NCCCN1CCOCC1	4%	4%	-5%
CCCCOCCCn1c(N)c(C(=O)OC(C)COC)c2nc3ccccc3nc21 (stereo not drawn)	1%[56.1 µM]	6%	-4%
O=C(N/N=C/c1c(O)n(CCC2=CCCCC2)c(=O)[nH]c1=O)c1ccccc1	7%	-19%	-3%
C=CCN1CC[C@]23c4c5ccc(O)c4O[C@@H]2C(=O)CC[C@]3(O)[C@H]1C5	11%[56.1 µM]	-4%	x
Cc1ccc(S(=O)(=O)Nc2cc(C(=O)N3CCC4(CC3)OCCO4)ccc2N2CCCCC2)cc1	4%	u	-3%
Cc1nc2ccccc2c(=O)n1-c1cccc(C(F)(F)F)c1	5%	3%	-6%
CCN(CC)C(=O)c1ccc(NC(=O)CSc2nnnn2-c2cc(OC)ccc2OC)cc1	3%	-1%	1%
O=c1[nH]c(=S)n(Cc2ccc(F)cc2)c(O)c1C=NCCCn1ccnc1	4%	25%	1%
C/C=C(/C)C(=O)OC1CC[C@]2(C)C3CCC4[C@]5(O)CC(O)[C@]6(O)C(CN7CC(C)CCC7[C@]6(C)O)[C@]5(O)C[C@@]42O[C@]13O (stereo partly drawn)	6%	-8%	x
CN1C2CC(OC(=O)C(CO)c3ccccc3)CC1C(O)C2 (stereo not drawn)	4%[56.1 µM]	-4%	x
COC(=O)C1=C(c2ccc(F)cc2OCc2ccccc2)C[C@@H]2CC[C@H]1N2C(=O)NCC1CC1	0%	x	0%
O=C(c1cccc([N+](=O)[O-])c1)C12CN3CN(CN(C3)C1)C2	4%	0%	4%
COc1ccc(C(=O)CC2C(=O)N(C)C(=O)N(C)C2=O)cc1	0%	8%	-1%
CC1OC(=O)C(C(C)C)NC(=O)C(C(C)C)OC(=O)C(C(C)C)NC(=O)C(C)OC(=O)C(C(C)C)NC(=O)C(C(C)C)OC(=O)C(C(C)C)NC(=O)C(C)OC(=O)C(C(C)C)NC(=O)C(C(C)C)OC(=O)C(C(C)C)NC1=O (stereo not drawn)	1%	8%&2%	x
CN1CCC(O)(c2ccc(Cl)cc2)C(C(=O)c2ccc(Cl)cc2)C1 (stereo not drawn)	3%	-8%	-17%
CNC(=O)Nc1ccc(C(=O)N/N=C\C23CC[C@@H](O)CC2(O)CC[C@@H]2[C@@H]3CCC3(C)C(C4=CC(=O)OC4)CCC23O)cc1 (stereo partly drawn)	0%	-1%	4%
CC(C)(C)NC(=S)N1CCn2cccc2C1c1cccnc1 (stereo not drawn)	5%	2%	-1%
COC(=O)C1=C(c2ccc(C(C)=O)cc2)C[C@@H]2CC[C@H]1N2C(=O)NCCOc1ccccc1Cl	0%	x	9%
C=CCN(CC=C)C(=O)Nc1ccc(OCC)cc1	1%	2%	-5%
CCCCCCn1c(O)c(C=NC2CCCCC2N)c(=O)[nH]c1=O (stereo not drawn)	4%	-9%	-11%

Shown with each value named: two of the compounds above
COC(=O)C1=C(c2ccc(F)cc2OCc2ccccc2)C[C@@H]2CC[C@H]1N2C(=O)NCC1CC1
  TDP1 block: 0%	N370S GC mod: x	FEN1 inh: 0%
CCCCCCn1c(O)c(C=NC2CCCCC2N)c(=O)[nH]c1=O (stereo not drawn)
  TDP1 block: 4%	N370S GC mod: -9%	FEN1 inh: -11%

(list continues)
SMILES	TDP1 block	N370S GC mod	FEN1 inh
NP(=O)(OCC(F)(F)F)Oc1ccc(Cl)cc1 (stereo not drawn)	-4%	17%	-1%
O=c1[nH]c(=O)n(CC2CCCO2)c(O)c1/C=C1\C=Nc2ccccc21 (stereo not drawn)	1%	-1%&8%	u
COc1cccc(CNC(=O)CCC(=O)N2C[C@H]3C[C@H](C2)c2cccc(=O)n2C3)c1OC	x	0%	3%
O=C(Nc1cccc2ccccc12)c1nn(C23CC4CC(CC(C4)C2)C3)cc1Br	-5%	3%	5%
C[C@H]1O[C@@H](O[C@H]2[C@@H](O)C[C@H](O[C@H]3[C@@H](O)C[C@H](O[C@H]4CC[C@@]5(C)[C@H](CC[C@@H]6[C@@H]5CC[C@]5(C)[C@@H](C7=CC(=O)OC7)CC[C@]65O)C4)O[C@@H]3C)O[C@@H]2C)C[C@H](O)[C@@H]1O	5%	-6%	17%
COC(=O)C1=C(c2ccc(F)cc2OCc2ccccc2)C[C@@H]2CC[C@H]1N2C(=O)NCCNC(C)=O	0%	x	8%
COc1cccc(NC(=O)c2cccn(Cc3ccccc3C)c2=O)c1	-3%	x	12%
C=CCn1c(O)c(C(C)=NCc2cccnc2)c(=O)[nH]c1=O	3%	0%	5%
O=C(c1cc(S(=O)(=O)N2CCOCC2)ccc1F)N1CCC2(CC1)OCCO2	2%	0%	10%
OC(c1ccc(F)cc1)(c1ccc(F)cc1)[C@@H]1CCCN1	3%	-4%	-5%
CCCN1[C@H](C(=O)OC)C[C@@H]2CC[C@@H](O)C[C@@H]21	3%	-13%	x
CCCCN1C(=O)/C(=C\c2ccco2)C(=O)N(CCc2ccccc2)C1=O	11%	-30%	56µM*
CC[C@]12CC[C@H](O)CC1=CCC1C2CC[C@]2(C)C(=O)CCC12 (stereo partly drawn)	2%	x	2%
Cn1c(O)c(C(=O)c2ccccc2Cl)c(=O)n(C)c1=O	-4%	3%	-2%
COc1ccc(CN2CCN(C(=O)COc3ccc4ccccc4c3)CC2)c(OC)c1	5%	-11%	0%
O=C1NC(=O)c2c1c1c3ccccc3[nH]c1c1[nH]c3ccccc3c21	7%	3%	x
O=C(/C=C/c1ccc2c(c1)OCO2)c1c(O)n(CCc2ccccc2)c(=O)[nH]c1=O	4%	5%	-20%
CC1(C)C(C(=O)NCc2ccco2)C1(C)C	5%	9%	5%
NC(=S)c1cn(C2OC(CO)C(O)C2O)c2ncnc(N)c12 (stereo not drawn)	3%	-17%	24%
CCCCn1c(O)c(/C=C2/C=CC=N2)c(=O)[nH]c1=O	1%	u	-12%
COc1cc2c3c(c1OC)Oc1ccc(cc1)C[C@H]1c4c(cc(OC)c(OC)c4Oc4ccc(cc4)C[C@@H]3N(C)CC2)CCN1C	2%	x	17%
O=C1NC(=S)NC(=O)C1C/C=C/c1ccccc1	-4%	0%	5%
O=C1CCCN1CC#CCN1CCCC1	-8%[56.1 µM]	3%&-2%&-5%&4%&-3%	-1%&10%
Cc1c(OC(=O)N(C)C)ccc2c1O/C(=C\c1ccco1)C2=O	x	-7%	-6%
CCCCC(=O)N/N=C/c1c(O)n(CCc2ccccc2)c(=O)[nH]c1=O	8%	-19%	1%
CC1CCN2c3nc4ccccn4c(=O)c3CC3(C(=O)N(C)C(=O)N(C)C3=O)C2C1 (stereo not drawn)	3%	3%	11%
COC(=O)C1=C(c2ccc(Cl)c(C(F)(F)F)c2)C[C@@H]2CC[C@H]1N2C(=O)N1CCC(O)(c2ccc(Cl)cc2)CC1	1%	x	-16%
O=[N+]([O-])c1cc2c(cc1CNCCc1ccc3c(c1)OCO3)OCO2	1%	0%	1%
COc1ccc(C(=O)C2CCCN(Cc3cnc(C)s3)C2)c(OC)c1 (stereo not drawn)	0%	-16%	-1%
N#Cc1cc2c(nc1SCC(=O)Nc1ccc(F)c(Cl)c1)C1CCN2CC1	-1%	x	-10%
COc1cccc(C(=O)C2CN(C)CC2c2ccc(Cl)cc2)c1 (stereo not drawn)	-3%	-23%	3%
CCCCn1c(O)c(C(C)=NCc2cc(OC)cc(OC)c2)c(=O)[nH]c1=O	4%	u	-11%
C[C@@H](CO)NC(=O)[C@@H]1C=C2c3cccc4[nH]cc(c34)C[C@H]2N(C)C1	2%	-6%	x

Rewritten with values under each structure: entries from further up
The line under a structure holds: TDP1 block	N370S GC mod	FEN1 inh
COC(=O)C1=C(c2ccc(Cl)c(C(F)(F)F)c2)C[C@@H]2CC[C@H]1N2C(=O)N1CCC(O)(c2ccc(Cl)cc2)CC1
 : 1%	x	-16%
COc1cc2c3c(c1OC)Oc1ccc(cc1)C[C@H]1c4c(cc(OC)c(OC)c4Oc4ccc(cc4)C[C@@H]3N(C)CC2)CCN1C
 : 2%	x	17%
CCCCn1c(O)c(/C=C2/C=CC=N2)c(=O)[nH]c1=O
 : 1%	u	-12%
CC1CCN2c3nc4ccccn4c(=O)c3CC3(C(=O)N(C)C(=O)N(C)C3=O)C2C1 (stereo not drawn)
 : 3%	3%	11%
